IMPase Li inh = qHTS Assay for Identifying the Cell-Membrane Permeable IMPase Inhibitors: Potentiation with Lithium; Potency, µM (series often up to 59.4 µM), without a hit: top-dose activity, negative = IMPase inhibition, actives largely listed as inhibitors; CHO-M1 cells, IP1 TR-FRET (IP-One), carbachol + lithium; 210,000 compounds, 0.35% hits;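 further: IP1 builds up when IMPase is blocked and the TR-FRET signal falls; potency means the concentration at half of the fitted maximal effect; plate controls were basal vehicle for no effect and high inhibitor control for full effect; nearly all actives have a fitted effect of over 50% in size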
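CHO-M1, 2000 cells/well, 16–30 h culture; cpd + low Li+, 30 min 37C; lysis with d2-IP1/Eu-anti-IP1 Ab, 10 min RT; TR-FRET 665/620 ratio and 620 channel; AC50 via Hill.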
LMNA splice mod = qHTS Assay for Modulators of Lamin A Splicing; HeLa LMNA splicing GFP/RFP minigene ratio, 48 h; Potency, µM (highest dose often 46.1 µM), for the others: at the highest dose ratio change, negative = inhibition, hits mostly inhibitors; 200,000 compounds, 0.01% hits; active means well fitted inhibition curve with a large enough effect in the signal ratio, with a control signal flat, not every such curve was filed as active; inconclusive means small, poorly fitted or top-dose-only effect, or effect the other way, or a change in a side signal; the % refers to the signal ratio; further: potency means the concentration at half of the fitted maximal effect; on the % scale 0 is the no-effect control and ±100 the full control effect
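Read-out is the ratio of GFP to DsRed2 object intensity, acquired by 488 nm laser-scanning cytometry on HeLa lamin A-EGFP minigene reporter cells. Compound incubation 48 hrs at 37 °C in Opti-MEM with 2% FBS; DMSO 0.5% final.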
Luc counter = Counterscreen for Luciferase (Kinase-Glo TM) Inhibition; Kinase-Glo luciferase, ATP luminescence, 8 min; Potency, µM (titrated, usually from 38.3 µM), inactives show top-dose activity change, negative = inhibition, usual class: inhibitors; 200,000 compounds, 0.28% hits; AID 1379, 2008; further: potency means the concentration at half of the fitted maximal effect; on the % scale 0 is the no-effect control and ±100 the full control effect; nearly all actives have a fitted effect of over 60% in size
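Kinase-Glo luciferase light output from ATP and luciferin was measured with 10 uM ATP, within the enzyme's linear range. Buffer: 50 mM imidazole pH 7.2, 50 mM KCl, 7 mM MgCl2, 0.01% Tween 20, 0.05% BSA; luminescence read after 8 min at ambient temperature.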
CBFb RUNX1 block = qHTS Assay for Compounds Blocking the Interaction Between CBF-beta and RUNX1 for the Treatment of Acute Myeloid Leukemia; Runt-related transcription factor 1 (Homo sapiens) + Core-binding factor subunit beta …; Potency, µM (top dose mostly 59.8 µM), for inactives: at the highest dose activity, negative = inhibition, actives largely listed as inhibitors; AlphaScreen CBFb-His/RUNX1-biotin binding, biochemical; 230,000 tested, under 10 active; further: % of control where 0% means no effect
Target sequence (Q01196 whole entry, looked up): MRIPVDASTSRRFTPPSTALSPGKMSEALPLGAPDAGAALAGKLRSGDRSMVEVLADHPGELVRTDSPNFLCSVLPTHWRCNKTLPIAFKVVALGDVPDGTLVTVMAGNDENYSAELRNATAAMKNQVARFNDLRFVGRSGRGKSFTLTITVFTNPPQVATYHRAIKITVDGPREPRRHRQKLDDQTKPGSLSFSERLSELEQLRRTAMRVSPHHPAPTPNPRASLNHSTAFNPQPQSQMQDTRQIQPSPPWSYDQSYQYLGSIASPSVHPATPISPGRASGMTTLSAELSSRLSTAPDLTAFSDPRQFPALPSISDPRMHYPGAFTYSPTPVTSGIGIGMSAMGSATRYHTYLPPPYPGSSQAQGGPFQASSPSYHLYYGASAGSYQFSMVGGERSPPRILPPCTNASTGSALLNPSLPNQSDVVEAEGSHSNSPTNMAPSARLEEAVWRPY
Target sequence (Q13951 whole entry, looked up): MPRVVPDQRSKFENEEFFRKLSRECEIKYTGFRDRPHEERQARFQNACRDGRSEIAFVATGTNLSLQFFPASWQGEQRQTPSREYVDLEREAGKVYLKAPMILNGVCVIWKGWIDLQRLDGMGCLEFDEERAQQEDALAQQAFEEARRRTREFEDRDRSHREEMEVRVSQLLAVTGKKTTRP
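Interaction loss through any mechanism counts as activity. Pre-formed complex of His-CBF-beta and biotin-RUNX1 (30 nM apiece) is incubated with compound 15 min, then with 50 ng nickel and 50 ng streptavidin beads for 90 min before AlphaScreen detection.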
Epigenetic reg = Quantitative High-Throughput Screen for Regulators of Epigenetic Control. 280,000 compounds, 0.2% hits. murine LDR cells, GFP reporter derepression, 30 h. AID 1865, 2009. Potency, µM (highest dose often 53.9 µM), without a hit: top-dose GFP activation, usual class: activators; further: potency means the concentration at half of the fitted maximal effect; % of control where 0% means no effect; nearly all actives have a fitted effect of over 60% in size
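Derepression of a silenced CMV-GFP reporter in murine LDR cells is scored by enumerating GFP-positive cells with a laser-scanning microplate cytometer after 30 hours of treatment at 37 C.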
NPSR antagonist = qHTS Assay for Antagonists of the Neuropeptide S Receptor: cAMP Signal Transduction | 220,000 compounds, 1% hits | Potency, µM (doses to about 38.3 µM), inactives show top-dose activity change, negative = inhibition, actives largely listed as inhibitors | AID 1461, 2008 | CHO-NPSR cells, cAMP TR-FRET, antagonist mode; further: potency means the concentration at half of the fitted maximal effect; on the % scale 0 is the no-effect control and ±100 the full control effect; nearly all actives have a fitted effect of over 50% in size; many of its hits are not listed in these tables
Target sequence (Q6W5P4 whole entry, looked up): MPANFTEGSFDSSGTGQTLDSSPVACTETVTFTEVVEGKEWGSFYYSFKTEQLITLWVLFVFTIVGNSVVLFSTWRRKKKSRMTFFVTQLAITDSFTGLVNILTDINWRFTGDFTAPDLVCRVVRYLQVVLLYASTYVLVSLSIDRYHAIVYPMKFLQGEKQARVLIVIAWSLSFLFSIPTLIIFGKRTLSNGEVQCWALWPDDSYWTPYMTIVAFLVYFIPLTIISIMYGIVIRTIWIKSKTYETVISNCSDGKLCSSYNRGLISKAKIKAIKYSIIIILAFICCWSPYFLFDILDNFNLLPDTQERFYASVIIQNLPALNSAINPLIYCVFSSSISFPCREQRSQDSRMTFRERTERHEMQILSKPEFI
HttQ103 aggreg = qHTS Multiplex Assay to Identify Dual Action Probes in a Cell Model of Huntington: Aggregate Formation (GFP). PC12 HttQ103-GFP aggregates, Acumen cytometry, 40 h. Potency, µM (series often up to 46.1 µM), inactives show top-dose activity change, negative = inhibition, hits mostly inhibitors. 220,000 compounds, 1.1% hits; further: potency means the concentration at half of the fitted maximal effect; on the % scale 0 is the no-effect control and ±100 the full control effect; nearly all actives have a fitted effect of over 60% in size
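Ecdysone-promoter PC12 model expressing HTT exon 1 Q103 fused to GFP, induced by tebufenozide at 100 nM final. Compounds titrated; aggregates sized 1–25 µm scored on a 488 nm laser cytometer.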
The depositor's hits bear a star; ? = inconclusive; . = no result given; [ ] = another dose, or the depositor's remark. Unless noted, the call rests on the fitted dose curve; in most records, active means well fitted curve in the direction sought with a large enough effect; inconclusive means small, poorly fitted or top-dose-only effect, or another doubt; inactive means no such curve, though single readings can be large; an effect the other way counts as inactive or inconclusive.

structure	NPSR antagonist	HttQ103 aggreg	LMNA splice mod	Epigenetic reg	CBFb RUNX1 block	IMPase Li inh	Luc counter
CCCCCc1c(O)c2ccccc2[nH]c1=O	-11%[46.1 µM]	-17%	9%	1.8%	3%	21%[38.3 µM]	-2%
CC(C)Cc1nnc(NC(=O)CSc2ccccn2)s1	-10%[46.1 µM]	3%	5%	0.0%	-1%	7%[38.3 µM]	-2%
O=C(CN1c2ccccc2Sc2ccccc21)N/N=C/c1ccc(Cl)cc1Cl	-32%	7%[9.22 µM]	.	0.0%	7%	.	.
CC#CCN1c2ccccc2[C@]23C[C@@H](C(=O)OC)N(S(=O)(=O)CCCC)C2=NC(C(=O)OC)=C(C(=O)OC)[C@H]13	.	.	-1%[9.22 µM]	.	-6%[13.1 µM]	5%	2%[7.66 µM]
Cc1ccc(SCc2cn3cccnc3n2)cc1	?	15%	11%	3.2%	5%	-1%[38.3 µM]	-9%
CC(=O)Nc1ccc(CNC(=O)C[N+]2(C)CCOCC2)cc1	-7%	-4%[9.22 µM]	5%[46 µM]	1.7%	11%	3%	0%
CC(C)(C)C1c2[nH]c3ccccc3c2CCN1CCCn1cccn1 (configuration not stated)	30%	-12%[9.22 µM]	.	-1.2%	13%	1%	.
COc1ccc(OC)c(NC(=O)Cn2cccc2)c1	-9%[46.1 µM]	5%	-1%	5.1%	-7%	0%[38.3 µM]	-2%
COc1cccc(C2C(C#N)=C(N)Oc3cc(C)[nH]c(=O)c32)c1OC (configuration not stated)	-6%[46.1 µM]	22%	11%	-2.6%	2%	5%[38.3 µM]	-1%
Nc1ncnc2nc(SCCc3ccccc3)[nH]c12	?	3%	?	0.4%	3%	-25%[38.3 µM]	2%

(further entries)
structure	NPSR antagonist	HttQ103 aggreg	LMNA splice mod	Epigenetic reg	CBFb RUNX1 block	IMPase Li inh	Luc counter
Cc1csc2c(=O)n3c(nc12)CCCCC3	8%[46.1 µM]	3%	8%	-1.0%	4%	28%[38.3 µM]	2%
CCOC(=O)c1cc(-c2ccccc2)sc1NC(=O)c1ccc(OC)cc1	-3%[46.1 µM]	-1%	13%	0.4%	0%	1%[38.3 µM]	1%
CNC(=O)[C@]1(C)C[C@H]1[C@H](NC(=O)[C@]1(C)C[C@H]1[C@H](NC(=O)[C@]1(C)C[C@H]1[C@H](NC(=O)[C@]1(C)C[C@H]1[C@H](NC(=O)OCc1ccccc1)c1ccccc1)c1ccccc1)c1ccccc1)c1ccccc1	.	.	.	0.4%	3%	10%	0%
O=C(c1ccccc1)N1CCN(Cc2ccccc2)CC1	-7%[46.1 µM]	-28%	-18%	0.1%	-1%	10%	2%
COc1ccc(NC(=O)C(c2cc3c(cc2[N+](=O)[O-])OCO3)N(C)C)cc1 (configuration not stated)	6%	-1%	7%	-1.8%	-5%	3%	-1%
CN(/C(=N/S(=O)(=O)c1cccs1)c1ccccc1)c1ccc(O)cc1	-3%	-20%	?	1.3%	5%	11%	2%
Cc1cc(C)cc(NC(=S)Nc2ccc(Cl)c(Cl)c2)c1	-45%	12%	?	-0.1%	-1%	17%	1%
O=C(NCc1ccccc1)C1CCC1	20%	-4%	7%	0.0%	0%	-5%	-3%
COc1cc(C(=O)Nc2cccc(C(C)=O)c2)cc(OC)c1OC	-20%	11%[9.22 µM]	-9%[46 µM]	5.2%	6%	6%	-5%
Cc1cc(N/N=C/c2ccc(Cl)cc2)nc(NCc2ccccc2)n1	1%	13µM*	?	0.0%	-11%	12%	-2%

The list continues.
structure	NPSR antagonist	HttQ103 aggreg	LMNA splice mod	Epigenetic reg	CBFb RUNX1 block	IMPase Li inh	Luc counter
Cc1ccc(N=C2NC(=O)/C(=C/c3cccn3C)S2)c(C)c1	?	2%[9.22 µM]	.	0.5%	-28%	.	.
O=C(NC(=S)Nc1ccc(S(=O)(=O)N2CCCCCC2)cc1)c1cccs1	-24%	10%	-6%	-3.0%	-9%	14%	0%
O=C(NC(=S)Nc1ccccc1C(=O)O)c1ccc2ccccc2c1	8%[7.67 µM]	-15%[9.22 µM]	.	-1.4%	-2%	.	.
COc1ccccc1NC(=O)C1=C(C)NC(=O)NC1c1ccc(C)s1 (configuration not stated)	-8%	31%	-18%[46 µM]	-1.1%	-9%	4%	1%
CC(C)(C)c1cc(C(=S)N2CCN(CCO)CC2)cc(C(C)(C)C)c1O	-4%[46.1 µM]	32%	22%	0.0%	8%	32%[activator][38.3 µM]	-2%
NCc1nc(-c2ccc(Cl)cc2)no1	8%	19%	.	5.8%	4%	4%	1%
CN(C)C(=O)C1Cc2ccccc2CN1S(=O)(=O)c1cccs1 (configuration not stated)	16%	-1%[9.22 µM]	2%[46 µM]	-3.0%	1%	-2%	1%
COC(=O)CNC(c1ccccc1)c1cc(Br)ccc1NC(=O)CCN1CCOCC1 (configuration not stated)	12%	8%	?	0.0%	-4%	-4%	2%
CCCCN(CC)C(=O)c1ccccc1Oc1ccccc1	-43%	-2%	?	-1.8%	0%	12%	-3%
CCNC(=S)NNC(=O)C(c1ccccc1)c1ccccc1	-10%[46.1 µM]	4%	-2%	-2.2%	0%	0%[38.3 µM]	-2%

Following part:
structure	NPSR antagonist	HttQ103 aggreg	LMNA splice mod	Epigenetic reg	CBFb RUNX1 block	IMPase Li inh	Luc counter
O=C(NC1CCCC1)C(c1ccc(N2CCOCC2)cc1)N(C(=O)c1ccco1)c1ccccc1F (configuration not stated)	-18%	3%[9.22 µM]	.	3.5%	-1%	7%	3%
C=CCNC(=S)NNC(=O)COc1cccc(Cl)c1	-6%[46.1 µM]	13%	-1%	-1.1%	-2%	11%[38.3 µM]	-3%
Cc1csc2c(N3CCN(C(=O)NC(C)(C)C)CC3)ncnc12	-3%	4%[9.22 µM]	.	1.1%	9%	.	.
COC(=O)Cn1c(CCS(=O)(=O)c2ccc(C)c(C)c2)nc2ccccc21	-8%[46.1 µM]	-15%	?	0.0%	12%	9%	1%
COc1cccc(NC(=S)N(CCCN2CCOCC2)Cc2cn(C)c3ccccc23)c1	-10%	11µM*	?	-3.2%	8%	-2%	0%
CCCCC/C=N/NC(=O)c1[nH]c2ccc([N+](=O)[O-])cc2c1C	34%	12%[9.22 µM]	.	1.1%	-12%	.	.
CCOC(=O)c1c(C)c(C(=O)NC2CCCCCC2)c(C)n1C	-2%[46.1 µM]	17%	7%	5.9%	9%	3%[38.3 µM]	-1%
COc1ccc2[nH]cc(CCNC(=O)C3CCCO3)c2c1 (configuration not stated)	-9%	30%	.	6.3%	-5%	2%	0%
O=C(CN1CCCCC1)N1CCN(C(=O)CN2CCCCC2)CC1	-6%[46.1 µM]	-4%[9.22 µM]	2%	-2.2%	0%	-26%[38.3 µM]	-3%
O=c1cc(CO)oc(CN2CCC(Cc3ccccc3)CC2)c1O	4%[46.1 µM]	-10%	-2%	-1.0%	0%	4%[38.3 µM]	-3%

(continued)
structure	NPSR antagonist	HttQ103 aggreg	LMNA splice mod	Epigenetic reg	CBFb RUNX1 block	IMPase Li inh	Luc counter
CCc1nnc(NC(=O)c2ccc(Cl)nc2)s1	-6%	-2%	-14%[46 µM]	-1.5%	3%	-5%	-5%
O=C(COC(=O)CNS(=O)(=O)c1cccc(Br)c1)NC(=O)Nc1ccc2c(c1)OCCO2	14%	1%	-2%	0.0%	-9%	-1%	-5%
Cc1cccc(N(C(=O)Cc2cccs2)C(C(=O)NC2CCCC2)c2ccsc2)c1 (configuration not stated)	-19%[46.1 µM]	-19%	2%	-1.1%	4%	-22%[38.3 µM]	-4%
CCCn1c(SCc2ccon2)nc2ccccc2c1=O	-14%[46.1 µM]	2%	0%	-0.8%	6%	23%[38.3 µM]	-3%
Cc1cc(NC(=O)c2noc3c2CCCC3)no1	-5%[46.1 µM]	-7%	-5%	-1.1%	-3%	2%[38.3 µM]	-2%
Cc1cc(-c2ccccc2)nn1-c1nc2c(c(=O)[nH]c(=O)n2C)n1C	-3%[46.1 µM]	19%	-8%	-1.0%	3%	19%[38.3 µM]	-1%
Clc1ccccc1Nc1nc(-c2cccnc2)cs1	20%	18%[9.22 µM]	.	5.2%	-2%	30%[activator]	-22%
COc1ccc(NC(=O)N2CCC(NC(=O)c3ccco3)CC2)cc1	10%[46.1 µM]	-3%	8%	10%	2%	7%[38.3 µM]	1%
NC(N)=NS(=O)(=O)c1ccc(NC(=S)NC(=O)/C=C/c2cccs2)cc1	0%	?	?	-0.1%	-3%	-6%	2%
O=C(Cc1ccc(F)cc1)N(c1ccc(F)cc1)C1C=CS(=O)(=O)C1 (configuration not stated)	-6%[46.1 µM]	7%	3%	-1.1%	-4%	3%[38.3 µM]	1%

The list goes on.
structure	NPSR antagonist	HttQ103 aggreg	LMNA splice mod	Epigenetic reg	CBFb RUNX1 block	IMPase Li inh	Luc counter
O=C(CSc1nc2ccccc2s1)CSc1nc2ccccc2s1	-13%[46.1 µM]	31%	-7%	-0.4%	-14%	44%[activator][38.3 µM]	-5%
COc1cc(-c2nnc(SCC(=O)c3ccc(C)cc3)o2)cc(OC)c1OC	-9%[46.1 µM]	5%	-19%	-0.9%	12%	17%	0%
CC(C)COC(=O)C(C)Nc1n[nH]c(=S)[nH]c1=O (configuration not stated)	3%	-4%[9.22 µM]	17%[46 µM]	-1.1%	0%	12%	-2%
CCOC(=O)c1c(C=O)c2ccccc2n1CC	-4%	-7%	.	-0.3%	5%	-3%	.
Cn1c(N)nc2ccccc2c1=O	12%	-30%[9.22 µM]	.	3.6%	3%	.	.
CCNS(=O)(=O)c1ccc(NC(=S)NCC2CCCO2)cc1 (configuration not stated)	10%	0%	.	-0.2%	-7%	6%	2%
NC(=O)C1=C[C@H](c2ccccc2)C[C@H](OCc2ccc(CO)cc2)O1	3%	-10%[9.22 µM]	.	1.5%	18%	-2%	.
CC(C)OCCCNC(=O)c1c(N)n(/N=C/c2cccs2)c2nc3ccccc3nc12	-10%[46.1 µM]	-2%	-10%	-1.1%	5%	7%[38.3 µM]	0%
COc1ccc(CC2(CO)CCN(Cc3nc(C(C)C)cs3)CC2)cc1	15%	2%[9.22 µM]	-1%[46 µM]	0.1%	4%	11%	-2%

A portion of the library (hit frequency here may not be typical).
